FAS-TE inh – FAS thioesterase domain inhibitors, primary screen, biochemical, fluorescence intensity, uHTS. Fatty acid synthase (Homo sapiens), P49327. recombinant FAS-TE, OMFH fluorogenic substrate, fluorescence endpoint. inhibition, % at 15 µM. 360,000 compounds, 0.67% hits. AID 602261, 2012;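 active = compounds whose normalised, plate-corrected inhibition of enzyme fluorescence in the single-dose primary screen is 50% or more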;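 also: 0% = DMSO with enzyme and 100% = substrate without enzyme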
eLon inh – inhibitors of E. coli Lon protease, primary screen, biochemical, fluorescence polarization | P0A9M0 | purified E. coli Lon protease | inhibition, % at 7.94 µM | 360,000 compounds, 0.42% hits | AID 602123, 2011; in the data active = inhibition above about 13%, passing the limit was not always enough;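 also: 0% = enzyme with probe and DMSO and 100% = no enzyme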
SKN-1 block – suppressors of acrylamide-induced Pgst-4::GFP reporter in worms, primary screen, SKN-1 inhibitor project, whole organism, uHTS, GFP/RFP fluorescence ratio, strain VP596. 360,000 compounds, 0.49% hits. AID 624304, 2012. C. elegans VP596 Pgst-4::GFP/RFP ratio, 24 h. inhibition, % at 21.8 µM;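 active = interference check ratio from 0.5 to 1.5 plus GFP to RFP signal ratio inhibition reaching or exceeding a fixed threshold, cut at about 30% in these data, passing the limit was not always enough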; also: some compounds called inactive have numbers as strong as hits
TbMetRS inhib – T. brucei MetRS inhibitors, primary screen, biochemical, luminescence | methionyl-tRNA synthetase (Trypanosoma brucei brucei) | purified T. brucei MetRS, ATP depletion, Kinase-Glo luminescence | inhibition, % at 11.9 µM | 360,000 compounds, 0.4% hits;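 active = inhibition above a per-plate cutoff of the control wells' mean inhibition plus 3 SD, cut at about 5.5% in these data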;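 also: 0% = DMSO wells median and 100% = median of wells with control inhibitor compound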
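Material: parasite MetRS enzyme / Replication: singlicate, one well per compound / Signal: luminescence of leftover ATP / Schedule: 2 h aminoacylation at 25 °C after 15 min preincubation / Medium: HEPES-MgCl2-KCl buffer plus DTT, spermine, BSA, pyrophosphatase / Doses: 11.9 µM single point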
bovine MsrA act – bovine MsrA enzyme activators, primary screen, biochemical, absorbance, HTS; Methionine sulfoxide reductase A (Bos taurus); purified bovine MsrA, absorbance read-out; activation, % at 10.6 µM; 360,000 compounds, 0.3% hits; in the data active = activation above about 7.5%;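 also: 0% = vehicle and 100% = reference activator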
MLLE-PAM2 inh – inhibitors of PABP1 MLLE–PAM2 peptide binding, primary screen, biochemical, fluorescence polarization, FITC-PAM2, GST-MLLE | Polyadenylate-binding protein 1 (Homo sapiens), P11940 | inhibition, % at 20 µM | 360,000 compounds, 0.36% hits | AID 588489, 2011; in the data active = inhibition above about 35%, passing the limit was not always enough;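 also: plate controls were DMSO wells with GST-MLLE for no effect and wells lacking GST-MLLE protein for full effect; some results filed as inactive read as strong as hits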
MT1-MMP act inh – blockers of MT1-MMP proenzyme processing, primary screen, HT1080 RFP-PRO-GFP cells, GFP/RFP fluorescence; AID 651647, 2012; 360,000 compounds, 0.061% hits; Matrix metalloproteinase-14 (Homo sapiens), P50281; GFP/RFP ratio fluorescence, overnight; percent of plate control window, DMSO zero; GFP/RFP ratio change, % at 20 µM;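 active = GFP/RFP ratio change of at least 30% with cell ATP level not reduced by more than half and red fluorescence within 50% of control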; also: strong numbers were not always called active
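Assay system: HT1080 cells carrying an RFP-PRO-GFP reporter | Dosing: Single dose of 20 µM compound, 1% DMSO final | Incubation: Cells overnight before dosing, compound overnight, 37 °C, 5% CO2 | Evaluation: GFP/RFP fluorescence ratio | Control set: DMSO and RFP-L50D-GFP cell wells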
CendR NRP1 mod – modulators of CendR peptide binding to NRP-1, primary screen, biochemical, fluorescence polarization, uHTS. Neuropilin-1 (Homo sapiens), O14786. FAM-RPARPAR peptide binding to NRP-1. inhibition, % at 25 µM. 360,000 compounds, 0.85% hits. AID 602438, 2012;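 active = inhibition or corrected inhibition above about 18%, plus a signal ratio from 0.5 to 1.5, limit read from the data, passing the limit was not always enough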; also: strong numbers were not always called active
MsrA inh – bovine MsrA enzyme inhibitors, primary screen, biochemical, absorbance, HTS; 360,000 compounds, 0.75% hits; purified bovine MsrA, absorbance read-out; AID 651718, 2012; inhibition, % at 15.5 µM; Methionine sulfoxide reductase A (Bos taurus); in the data active = inhibition above about 4.5%;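 also: 0% = vehicle wells with enzyme and 100% = reference inhibitor wells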
Numbers without * were called inactive; . = no result given.

canonical_smiles | FAS-TE inh | eLon inh | SKN-1 block | TbMetRS inhib | bovine MsrA act | MLLE-PAM2 inh | MT1-MMP act inh | CendR NRP1 mod | MsrA inh
COC(=O)[C@]1(Sc2ccccc2)CC(=O)N[C@@H]1c1ccccc1 | -9 | 0 | -2 | -1.0 | -4 | . | 0 | 3 | 2.2
O=C(Nc1cccnc1)c1cc(F)cc(F)c1 | -8 | -7 | -10 | -0.1 | -11 | 10 | 0 | -6 | 1.8
Cc1cc(C)cc(NC(=O)CCC(=O)Nc2cc(C)on2)c1 | -8 | 0 | 9 | -0.3 | -2 | 2 | 5 | -12 | -0.1
O=C(Nc1ncccn1)c1cc([N+](=O)[O-])cc([N+](=O)[O-])c1 | -7 | -5 | -5 | 0.0 | 0 | 0 | 3 | 7 | 0.8
Cc1ccc(S(=O)(=O)NC(C(=O)N2CCOCCOCCOCC2)C(C)C)cc1 (stereo unspecified) | -5 | -1 | 3 | -0.6 | -5 | 17 | -1 | -1 | -0.9
CCOc1ccc(NC(=O)c2ccco2)c([N+](=O)[O-])c1 | -5 | -3 | -7 | 0.4 | -1 | 6 | 5 | -8 | 1.2
CSc1ccc(C(=O)C2CCCN(C(=O)c3ccsc3)C2)cc1 (stereo unspecified) | -14 | 6 | -4 | -0.2 | -1 | -6 | 1 | 3 | 0.6
CCCCC(=O)N(C)c1c(CC)nc2c(OCc3ccc(S(C)(=O)=O)cc3)cccn12 | 16 | 4 | 13 | 0.1 | -1 | -7 | -6 | 2 | -0.6
FC(F)(F)c1cnc(NNC(=S)Nc2ccccc2)c(Cl)c1 | -2 | -4 | 5 | 0.6 | -1 | 21 | 1 | 7 | 0.1
Cc1cc2cc3c(cc2nc1SCC(=O)N1CCOCC1)OCO3 | 1 | 0 | 1 | -0.5 | -5 | 3 | 0 | 10 | 2.9
NS(=O)(=O)c1ccc(CCNC(=O)COc2ccc3c4c(c(=O)oc3c2)CCC4)cc1 | -6 | 18* | -5 | -1.5 | -14 | 20 | -6 | 22 | 2.2
CC(=O)Nc1ccn(Cc2c(F)cccc2Cl)n1 | -7 | 7 | 3 | -0.6 | -1 | -4 | 5 | -3 | 1.4
CCC(=O)Nc1ccc(Cl)c(NC(=O)c2c(OC)cccc2OC)c1 | -4 | 6 | 9 | 0.5 | -4 | 7 | 6 | 0 | 0.3
CCCNC(=O)c1nnsc1Sc1ccc(Cl)cc1 | -41 | -8 | 10 | 0.1 | -3 | 6 | -5 | 0 | 1.8
CCOc1ccc2nc(NC(=O)CSc3nnc(-c4ccncc4)n3CC3CCCO3)sc2c1 (stereo unspecified) | -4 | 3 | 7 | -0.2 | 1 | 10 | -4 | 2 | -0.3
CN1/C(=C\C=N\O)C(C)(C)c2ccccc21 | -11 | -2 | 16 | -0.2 | -3 | -7 | 3 | -2 | -0.1
O=C(CSc1nnc(C2CC2)n1C1CC1)c1ccccc1F | -8 | 2 | 22 | -0.1 | 0 | 7 | 0 | -1 | -0.6
CCc1nc2ccccc2c(C(=O)OC2CCOC2=O)c1C (stereo unspecified) | -4 | -2 | -14 | -0.1 | -4 | -11 | -1 | 4 | 0.0
N#Cc1ccc(C(=O)Nc2cccc3cccnc23)c(F)c1 | 18 | 2 | 0 | -0.6 | -2 | -32 | -3 | 0 | 0.1
CCc1c(C)nc2cc(-c3ccc(OC)cc3)[nH]n2c1=O | -2 | -6 | -5 | -0.6 | -3 | -3 | 10 | -10 | -0.7
C[C@@H]1CN([C@@H](C)CO)S(=O)(=O)c2ccc(Br)cc2O[C@@H]1CN(C)C(=O)NC1CCCCC1 | -8 | 1 | -5 | -0.1 | -3 | 1 | 1 | 1 | -0.9
Cc1ccc(-c2nnc(N3CCCCC3)c3ccccc23)cc1S(=O)(=O)NCC1CCCO1 (stereo unspecified) | 5 | -7 | 10 | 0.0 | -4 | 8 | -9 | 6 | 0.4
CC(C)NC(=O)Nc1ccc2c(c1)C(=O)N([C@H](C)CO)C[C@H](C)[C@@H](CN(C)Cc1ccc(C(F)(F)F)cc1)OCCCC[C@@H](C)O2 | 39 | -4 | 18 | -0.9 | 2 | -4 | -2 | -1 | -1.5
O=C1CC(NCc2cccs2)C(=O)N1c1ccc(Cl)cc1 (stereo unspecified) | -7 | -15 | -3 | -0.4 | -6 | -4 | 3 | 14 | 0.6
Cc1ccc(C)c(NC(=O)C(C)CC2COCCO2)c1 (stereo unspecified) | -6 | -10 | 18 | 0.2 | -3 | -3 | 2 | -6 | 0.9
CCOC(=O)c1ccc(N2C(=O)c3cccc4c(C(=O)O)ccc(c34)C2=O)cc1 | -6 | -3 | 24 | 0.9 | -7 | -16 | 1 | -3 | 2.8
CC(=O)NCC(=O)N(Cc1ccco1)C1(C(=O)NC2CCCCC2)CCCCC1 | -6 | -2 | -21 | -0.8 | -10 | -4 | 0 | 7 | 0.1
CCCS(=O)(=O)N1CCC(C(=O)NCCCN2CCC(Cc3ccccc3)CC2)CC1 | -9 | -1 | -1 | 0.4 | 1 | -8 | -3 | 10 | 0.2
C=C(C)CN(CC)C(=O)CN1C(=O)NC(C)(c2ccc3ccccc3c2)C1=O (stereo unspecified) | -3 | 6 | 10 | -0.9 | -2 | 14 | -1 | -7 | -1.4
O=C(NC(=S)N1CCN(c2ccc(F)cc2)CC1)c1ccccc1 | 2 | 15 | 21 | -0.2 | 0 | -48 | 4 | -9 | 2.7

One compound at a time, as listed above. Order of values: FAS-TE inh	eLon inh	SKN-1 block	TbMetRS inhib	bovine MsrA act	MLLE-PAM2 inh	MT1-MMP act inh	CendR NRP1 mod	MsrA inh
CCCS(=O)(=O)N1CCC(C(=O)NCCCN2CCC(Cc3ccccc3)CC2)CC1 reads -9	-1	-1	0.4	1	-8	-3	10	0.2
O=C(NC(=S)N1CCN(c2ccc(F)cc2)CC1)c1ccccc1 reads 2	15	21	-0.2	0	-48	4	-9	2.7

Further structures
canonical_smiles | FAS-TE inh | eLon inh | SKN-1 block | TbMetRS inhib | bovine MsrA act | MLLE-PAM2 inh | MT1-MMP act inh | CendR NRP1 mod | MsrA inh
CN(C)/C=N/c1ncc(C(=O)c2ccc(Cl)cc2Cl)s1 | 7 | 4 | 13 | 0.0 | -4 | 7 | -1 | -6 | 0.9
CNC[C@@H]1OCc2ccccc2-c2c(n(C)c3ccccc23)C(=O)N([C@H](C)CO)C[C@H]1C | -4 | -1 | 6 | -0.8 | -4 | 7 | -3 | -2 | 0.6
O=C(CN1CCN(C(=O)C2CCCO2)CC1)Nc1ccc(F)cc1 (stereo unspecified) | -9 | 3 | 5 | -0.6 | -8 | 7 | 0 | -6 | 1.2
COc1ccc(-c2ccc(C#N)c(SCC(=O)Nc3sc4c(c3C#N)CCC4)n2)cc1OC | 5 | -44 | 24 | -0.2 | -1 | -126 | -64 | -132 | 0.0
COc1cccc(C(C(=O)NC2CCCC2)N(C(=O)c2ccco2)c2ccc(-n3cnnn3)c(C)c2)c1OC (stereo unspecified) | 4 | 7 | 8 | 0.4 | -1 | -13 | -8 | 22 | 0.6
COc1ccc(C(=O)NNC(=O)c2ccccc2[N+](=O)[O-])cc1Br | -6 | -1 | -8 | -0.1 | 0 | 4 | 2 | -7 | -0.4
O=C(Nc1cc(Cl)ccc1-n1cncn1)c1ccc(F)c(S(=O)(=O)N2CCOCC2)c1 | 2 | 8 | 10 | -0.4 | -5 | 0 | 0 | 4 | 1.9
COc1ccc(-c2ccc(C(=O)NC(C)C)c3occc23)c(C)c1 | 4 | 6 | 22 | -0.2 | -6 | 11 | 2 | 4 | -0.3
COCCN(C(=O)CSc1nnc(-c2ccccc2OC)o1)c1c(N)n(CC(C)C)c(=O)[nH]c1=O | -6 | -9 | 7 | -0.2 | -1 | -46 | -5 | -3 | 0.6
O=C(CCS(=O)(=O)c1ccccc1)Nc1nnc(C(F)(F)F)s1 | -1 | 7 | 2 | -0.5 | -2 | 6 | 2 | 2 | -1.1
CC(=O)c1cccc(NC(=O)C2CCN(C(=O)c3ccc([N+](=O)[O-])cc3)CC2)c1 | 0 | 2 | -2 | -1.0 | -7 | 5 | 3 | -1 | -0.7
Cc1ccc(NC(=O)COC(=O)Cc2c[nH]c3ccccc23)cc1 | -2 | 2 | 3 | -0.3 | -4 | -6 | -2 | -12 | -0.8
COc1ccc(C)cc1NC(=O)CSc1nnc(COc2ccc(C)cc2)n1Cc1ccco1 | 11 | -6 | 9 | -1.2 | -2 | -51 | -1 | -7 | 0.5
Cc1cc(C)cc(OCc2nnc(SCC(=O)Nc3ccccc3)o2)c1 | -2 | 0 | 11 | -0.1 | 0 | -3 | 3 | -4 | -0.9
CCN(Cc1ccccc1)C(=O)c1ccc(Cl)cc1[N+](=O)[O-] | -2 | 0 | -3 | -0.9 | -2 | -1 | -2 | 6 | 0.1
Cc1ccccc1S(=O)(=O)Cc1ccc(C(=O)NCc2cccnc2)o1 | -7 | -5 | 7 | -0.6 | 2 | 4 | 2 | 49* | -0.1
CNC(=O)c1ccsc1NC(=O)c1ccccc1 | -7 | -6 | 1 | -1.1 | -6 | -13 | -1 | -1 | 0.3
CCc1sc(C(=O)N2CCN(c3ncccn3)CC2)cc1Br | 3 | -3 | 10 | -0.2 | 0 | 10 | 4 | 23 | 0.8
COC1OC(CO)C(N(C)C(C)=O)C1O (stereo unspecified) | -6 | 2 | -2 | 0.1 | 1 | -14 | -2 | 4 | 0.4
Cc1cn([C@H]2C[C@H](O)[C@@H](CNC/C=C/c3ccccc3[N+](=O)[O-])O2)c(=O)[nH]c1=O | -10 | -12 | 17 | 0.0 | -5 | -1 | -4 | -8 | 1.2
CCC(=O)N1CCc2cc(S(=O)(=O)N3CCN(c4cc(C)ccc4C)CC3)ccc21 | 18 | 1 | 2 | 0.5 | -2 | -5 | 2 | -3 | .
CN1CC(=O)N(CC(=O)Nc2ccc(OCc3ccccc3)cc2)C1=O | -2 | 1 | 5 | -0.7 | -9 | -52 | -1 | 5 | -1.1
CC(=O)c1cccc(NC(=O)Cn2cc3c(n2)CCCC3)c1 | -1 | 3 | -6 | -0.1 | 0 | -12 | -1 | -6 | -0.3
COc1ccc(C(=O)NC(CC(=O)O)c2cc([N+](=O)[O-])ccc2Cl)cc1 (stereo unspecified) | 48 | 2 | 1 | 0.8 | -9 | -2 | 0 | 0 | 1.3
Cc1oncc1-c1csc(-c2ccccc2Cl)n1 | 15 | 2 | 45* | -0.2 | -5 | -13 | 0 | -8 | -0.1
COc1ccc(S(=O)(=O)N2CCCCC2)cc1NC(=O)c1ccc2ccccc2n1 | 53* | -3 | 18 | 0.6 | -3 | -23 | -14 | -1 | -0.7
